Pf Dd2 growth: inhibitors of Plasmodium falciparum Dd2 growth; P. falciparum Dd2 growth, SYBR Green, 72 h; hits give low values; activity change, % at 10 µM; hit rate 2.3% among 94,000; AID 1159554; in the data active = activity change below about -80%; inconclusive = no clear call, values can overlap the other calls
C diff growth: blocks growth of Clostridium difficile. hit rate 0.25% among 86,000. growth activity, negative = inhibition, % at 16 µg/mL (by protocol). AID 1259249. Clostridium difficile clinical isolate growth, OD600, 24 h; hits give low values;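 active = mean growth activity at or below -80% and every replicate also at or below -80%; inconclusive = mean at or below -80% but some replicate above -80%; inactive = mean growth activity above -80%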;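 note: 0% = DMSO wells and -100% = levofloxacin 16 µg/mL wells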
Tcruzi prolif: inhibitors of T. cruzi proliferation; T. cruzi beta-gal in NIH3T3, GalScreen luminescence, 90 h; inhibition, % at 8.34 µM; hit rate 5.9% among 77,000; AID 624255;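 active = mean inhibition above about 93%, with at least 55% of replicates each passing it, limit read from the data, passing the limit was not always enough; inconclusive = only one of those two conditions holds; inactive = neither condition holds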
GASC1 inh: blocks human GASC-1 (KDM4C) demethylase activity; GST-KDM4C 2-372, H3K9me3 peptide, LANCE TR-FRET; inhibition, % at 12.5 µM; Q9H3R0; hit rate 0.15% among 96,000;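 active = mean replicate inhibition above about 25%, with at least 55% of replicates also reaching it, limit read from the data, passing the limit was not always enough; inconclusive = only one of those two conditions met; inactive = neither condition met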
Target sequence (Q9H3R0 2-372 limits assumed): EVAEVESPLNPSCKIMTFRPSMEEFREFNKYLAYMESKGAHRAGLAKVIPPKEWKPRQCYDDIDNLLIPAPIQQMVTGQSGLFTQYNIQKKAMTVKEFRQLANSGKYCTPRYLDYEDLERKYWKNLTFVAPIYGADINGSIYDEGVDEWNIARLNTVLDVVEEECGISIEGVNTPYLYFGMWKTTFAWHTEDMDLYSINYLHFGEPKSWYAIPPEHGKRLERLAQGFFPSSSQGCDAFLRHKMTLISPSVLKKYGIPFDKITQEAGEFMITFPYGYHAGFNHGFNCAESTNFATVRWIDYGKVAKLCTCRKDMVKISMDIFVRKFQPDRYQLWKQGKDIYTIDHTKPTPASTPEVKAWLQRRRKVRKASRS
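Compound: one test concentration per compound; Material: GST-GASC-1 enzyme fragment 2-372; Amount: GASC-1 enzyme at 10 nM final in reaction; Also added: H3K9me3 peptide substrate, Fe(II), 2-oxoglutarate; Technique: LANCE TR-FRET; Times: 30 min demethylation and 1 h detection at room temperature.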
The depositor's hits bear a star; u = inconclusive; x = no result given; & = joins results of further samples.

nr	structure	Pf Dd2 growth	C diff growth	Tcruzi prolif	GASC1 inh
1	CCCC#Cc1cnc2c(c1)C(=O)N([C@H](C)CO)C[C@H](C)[C@H](CN(C)Cc1ccncc1)O2	16.3	x	83.4	-0.3
2	COc1ccc(-c2ccc3n(c2=O)C[C@@H]2[C@@H](CO)[C@H](C(=O)N(C)C)[C@H]3N2Cc2cncnc2)cc1	x	1.9	56.1	0.9
3	CN(C)C(=O)c1cccc(-c2ccc(C3[C@@H]4CN(Cc5cocn5)C[C@H]3N4)cc2)c1 (some centres undefined)	6.5	-7.1	x	-1.4
4	O=C(Cc1cccnc1)N1CC(=O)N2[C@H](C1)[C@H](c1ccc(C#CC3CCCCC3)cc1)[C@@H]2CO	15.0	-17.0	x	0.8
5	COc1ccc(CNC(=O)C[C@H]2C[C@H]3c4cc(NS(=O)(=O)c5ccc(F)cc5)ccc4O[C@H]3[C@H](CO)O2)cc1	-35.7	-0.3	24.4	0.4
6	COc1ccc2c3c(n(C)c2c1)[C@H](CO)NCC31CN(CC2CCOCC2)C1	4.5	-0.9	x	-1.5
7	C[C@H]1CN([C@@H](C)CO)C(=O)Cc2cc(NS(=O)(=O)c3ccccc3)ccc2O[C@@H]1CN(C)Cc1ccc(Cl)c(Cl)c1	-16.0	38.6	85.0	2.8
8	C[C@@H]1CN([C@@H](C)CO)C(=O)c2cc(C#Cc3ccccn3)cnc2O[C@@H]1CN(C)C(=O)CCN1CCCCC1	22.7	-4.6	65.5	1.9
9	CCCC(=O)Nc1ccc2c(c1)C(=O)N(C)C[C@H](OC)[C@@H](C)CN(Cc1nccs1)[C@H](C)CO2	-6.5	x	-4.5	0.9
10	CN(C[C@H]1N[C@@H](CO)[C@H]1c1ccc(-c2cccnc2)cc1)C(=O)CC1CC1	15.3	-9.0	31.0	-2.5
11	C[C@H](CO)N1C[C@H](C)[C@@H](CN(C)C(=O)c2cccc(F)c2)Oc2ncc(-c3cncnc3)cc2C1=O	18.5	-6.2	-10.8	0.2
12	OC[C@@H]1[C@@H](c2ccc(C#CC3(O)CCCC3)cc2)[C@H]2CN(Cc3cccnc3)CCCCN12	7.0	2.8	118.8*	-0.4
13	CCC(=O)Nc1ccc2c(c1)OC[C@@H](C)N(C(=O)c1ccccn1)C[C@H](C)[C@H](OC)CN(C)C2=O	x	-2.6	-1.9	0.6
14	COc1ccccc1-c1cn(CC[C@H]2CC[C@@H](NC(=O)C3CC3)[C@@H](CO)O2)nn1	-7.0	4.2	x	-2.0
15	O=C(C[C@@H]1C=C[C@@H](NC(=O)Nc2ccc3c(c2)OCO3)[C@H](CO)O1)NCc1ccccc1	26.6	11.9	-12.4	x
16	C[C@@H]1CN([C@@H](C)CO)C(=O)c2cc(-c3cccnc3)cnc2O[C@@H]1CN(C)C(=O)Nc1ccc2c(c1)OCO2	4.0	6.3	7.6	1.3
17	CCCNC(=O)N1[C@@H](CO)[C@@H](c2ccccc2)[C@@H]1CNC(C)=O	0.6	3.3	-3.4	-0.4
18	CO[C@H]1CN(C)C(=O)c2cc(NC(=O)c3ccno3)ccc2OC[C@H](C)N(S(C)(=O)=O)C[C@@H]1C	35.4	x	3.3	1.6
19	C[C@H](CO)N1C[C@H](C)[C@H](CN(C)C(=O)Nc2ccc(C(F)(F)F)cc2)Oc2c(NS(=O)(=O)c3ccc(F)cc3)cccc2C1=O	-10.9	24.3	36.2	-1.5
20	C[C@@H]1CN([C@@H](C)CO)C(=O)c2cc(NC(=O)CCC(F)(F)F)ccc2O[C@@H](C)CCCCO[C@H]1CN(C)Cc1ccc(C(=O)O)cc1	19.1	-4.5	-23.1	0.9
21	C[C@@H]1CN([C@@H](C)CO)C(=O)c2cccc(NC(=O)C3CC3)c2O[C@H]1CN(C)S(=O)(=O)c1ccc(F)cc1	9.8	-4.4	28.2	-0.4
22	CO[C@@H](CN(C)C(=O)C1CC1)[C@@H](C)CN(C(=O)Nc1ccc(C(F)(F)F)cc1)[C@H](C)CO	-3.4	x	38.8	1.0
23	Cc1noc(C)c1NC(=O)N(C)C[C@@H]1Oc2ccc(NC(=O)Nc3cccc4ccccc34)cc2CC(=O)N([C@H](C)CO)C[C@@H]1C	-12.5	12.7	11.0	-1.5
24	C[C@@H]1CCCCO[C@H](CN(C)S(=O)(=O)c2cccs2)[C@@H](C)CN([C@@H](C)CO)C(=O)c2cc(NC(=O)Nc3ccc(C(F)(F)F)cc3)ccc2O1	-86.9*	-0.2	93.8	-3.4
25	COc1cccc(C#Cc2ccc([C@H]3[C@H](CO)N4C(=O)CN(C(=O)C5CC5)C[C@@H]34)cc2)c1	-1.6	2.5	x	-2.2
26	C[C@@H]1CCCCO[C@H](CN(C)S(=O)(=O)c2ccccc2)[C@@H](C)CN([C@H](C)CO)C(=O)c2cc(NC(=O)CCC(F)(F)F)ccc2O1	-9.6	10.4	84.0	-2.3
27	C[C@H]1CN([C@@H](C)CO)C(=O)Cc2cc(NC(=O)NC3CCCCC3)ccc2O[C@H]1CN(C)C(=O)Nc1ccccc1	-28.9	-4.3	-12.8	0.0
28	COc1ccc(CNC(=O)C[C@H]2C=C[C@@H](NC(=O)c3ccc4c(c3)OCO4)[C@H](CO)O2)cc1	6.7	x	7.1	x
29	C[C@@H]1CN([C@H](C)CO)C(=O)c2cc(NC(=O)Nc3ccc(F)cc3)ccc2O[C@@H](C)CCCCO[C@@H]1CN(C)CC1CCCCC1	-82.5*	-0.6	115.4*	3.4
30	N#C[C@@H]1[C@@H](c2ccc(C3=CCCCC3)cc2)[C@H](CO)N1S(=O)(=O)c1cccc(F)c1	-13.8	-5.0	92.8	-1.8
31	CCC(=O)N1[C@H](CO)[C@@H](c2ccc(-c3ccc(F)cc3)cc2)[C@@H]1CNC(C)=O	10.6	5.9	20.8	-1.0
32	Cc1ccc(S(=O)(=O)Nc2ccc3c(c2)C(=O)N([C@H](C)CO)C[C@@H](C)[C@H](CN(C)Cc2ccccc2)OCCCC[C@@H](C)O3)cc1	-75.7	-3.7	93.3*	-1.0
33	C[C@@H]1CN([C@@H](C)CO)C(=O)Cc2cc(NS(=O)(=O)c3cccs3)ccc2O[C@@H]1CN(C)C(=O)NC1CCCCC1	18.8	-2.4	19.8	0.9
34	O=C(C[C@@H]1CC[C@@H](NS(=O)(=O)c2ccccc2)[C@@H](CO)O1)NCCN1CCCCC1	18.0	3.3	37.7	0.0
35	CCCN1C[C@@H](C)[C@@H](OC)CN(C)C(=O)c2ccc(NC(=O)Nc3cccc(F)c3)cc2OC[C@H]1C	-42.8	x	12.3	0.0
36	C[C@H]1CN([C@@H](C)CO)S(=O)(=O)c2ccc(C#Cc3ccccc3)cc2O[C@@H]1CN(C)C(=O)Nc1ccccc1	-44.8	29.1	119.0*	-3.8
37	CCS(=O)(=O)N1Cc2cc(C(=O)NCCOC)nc(-c3cccc(-c4ccncc4)c3)c2[C@H]1CCO	x	5.7	41.6	x
38	O=C(C[C@H]1CC[C@@H](NC(=O)C2CC2)[C@@H](CO)O1)NC1CCC1	20.9	x	-10.8	6.1
39	CC(=O)N[C@H]1CC[C@@H](CCNC(=O)C2CCC2)O[C@@H]1CO	2.0	-0.5	x	-1.6
40	Cc1ccc(S(=O)(=O)N2CC[C@@H]3[C@H](CO)Nc4ccc(C#Cc5ccccc5F)cc4[C@@H]32)cc1	-3.7	55.2	84.9	0.1
41	CCCN1[C@H](C(=O)OC)[C@@H](CO)[C@@H]2Cn3c(ccc(-c4cncnc4)c3=O)[C@@H]21	x	-10.2	53.9	5.3
42	C[C@H]1CN([C@@H](C)CO)C(=O)c2cc(NC(=O)NC3CCCCC3)ccc2O[C@@H]1CN(C)Cc1ccc(Cl)c(Cl)c1	13.4	-8.9	49.7	1.2
43	C[C@@H]1CN([C@@H](C)CO)C(=O)c2cc(NC(=O)Nc3ccc4c(c3)OCO4)ccc2O[C@@H]1CN(C)C(=O)NC1CCCCC1	7.4	4.4	-38.0	-1.4
44	COc1ccc2c3c(n(C)c2c1)[C@@H](CO)N(C(C)=O)CC31CCN(Cc2cccnc2)CC1	-18.5	1.9	x	2.2
45	O=C(C[C@H]1CC[C@H]2NC[C@@H](O)COC[C@@H]2O1)NCc1ccc2c(c1)OCO2	2.1	20.0&-2.4	4.4	0.9
46	C[C@@H]1CN([C@H](C)CO)S(=O)(=O)c2ccc(C#CC3(O)CCCC3)cc2O[C@H]1CN(C)C(=O)Nc1cccc(F)c1	-52.8	10.3	25.2	-1.2
47	COc1ccc(-c2cnc3c(c2)C(=O)N([C@@H](C)CO)C[C@@H](C)[C@@H](CN(C)Cc2ccc(C(=O)O)cc2)O3)cc1	23.0	-2.2	x	-0.8
48	COc1ccc2c3c(n(C)c2c1)[C@@H](CO)N(Cc1ccccc1OC)CC31CCN(C(=O)C2CC2)CC1	-83.4*	5.8	x	-1.5
49	O=C(NCc1ccc2c(c1)OCO2)[C@@H]1[C@@H](CO)[C@@H]2Cn3c(cccc3=O)[C@H]1N2Cc1ccncc1	6.8	-0.3	38.2	-0.6
50	C[C@H](CO)N1C[C@H](C)[C@@H](CN(C)C(=O)Nc2ccc(F)cc2)Oc2ccc(NC(=O)C3CCCCC3)cc2C1=O	18.5	2.4	-22.2	-0.1
51	C[C@@H](O)C#Cc1ccc([C@@H]2[C@H](CO)N3CCCCN(C(=O)Nc4ccccc4)C[C@@H]23)cc1	-0.9	0.2	81.9	-0.2
52	O=C(NC[C@@H]1N[C@@H](CO)[C@@H]1c1ccccc1)C1CC1	3.2	0.3	-11.1	-3.1
53	CC(C)NC(=O)N[C@H]1CC[C@@H](CC(=O)O)O[C@H]1CO	19.2	x	-6.1	0.4
54	C/C=C/c1ccc([C@@H]2[C@H](CO)N3C(=O)CN(C(=O)Nc4ccccc4F)C[C@@H]23)cc1	12.1	-4.7	x	0.3
55	CO[C@H]1CN(C)C(=O)c2cc(NC(=O)c3cc(C)on3)ccc2OC[C@@H](C)N(C)C[C@H]1C	42.7	x	-24.5	0.3
56	C[C@H](CO)N1C[C@H](C)[C@H](CN(C)Cc2ccc(C(F)(F)F)cc2)Oc2ccc(NC(=O)Nc3ccc(F)cc3)cc2C1=O	-0.1	31.9	85.2	-0.7
57	C[C@@H]1CN([C@H](C)CO)C(=O)c2cc(NC(=O)Nc3ccc4c(c3)OCO4)ccc2O[C@@H](C)CCCCO[C@@H]1CN(C)Cc1ccncc1	-75.8	11.0	-73.8	0.2
58	COc1ccc(NC(=O)Nc2cccc3c2O[C@H](CN(C)Cc2ccc(Oc4ccccc4)cc2)[C@@H](C)CN([C@H](C)CO)C3=O)cc1	u	5.7	x	0.2
59	C[C@@H]1CN([C@H](C)CO)C(=O)c2cccc(N(C)C)c2O[C@H]1CN(C)S(=O)(=O)c1cn(C)cn1	4.2	0.6	3.6	0.3
60	O=C(N[C@@H]1C=C[C@H](CC(=O)N2CCCCC2)O[C@H]1CO)c1cccc(F)c1	10.5	-2.2	-93.0	-1.2

Other entries:
nr	structure	Pf Dd2 growth	C diff growth	Tcruzi prolif	GASC1 inh
61	Cc1ccccc1S(=O)(=O)N1C[C@@H](O)COC[C@@H]2O[C@H](CC(=O)NCc3ccccc3Cl)CC[C@H]21	x	-5.5&-18.2	24.6	-1.4
62	O=C(O)C[C@H]1C[C@@H]2c3cc(NC(=O)Nc4ccc(C(F)(F)F)cc4)ccc3O[C@@H]2[C@H](CO)O1	9.7	-6.9	-13.4	1.2
63	O=C(C[C@H]1CC[C@H]2[C@@H](COC[C@H](O)CN2C(=O)Nc2ccc(Cl)c(Cl)c2)O1)NC1CCC1	x	-92.3*	-31.6	-1.3
64	C[C@@H]1CN([C@@H](C)CO)C(=O)c2cc(/C=C/c3ccccc3)cnc2O[C@H]1CN(C)S(=O)(=O)c1cn(C)cn1	-12.0	-2.7	38.6	-2.2
65	COC(=O)C[C@H]1CC[C@@H]2[C@H](COc3ccc(NC(=O)Nc4c(C)noc4C)cc3C(=O)N2C)O1	18.3	-0.8	-19.0	2.9
66	C[C@H](CO)N1C[C@H](C)[C@H](CN(C)Cc2ccc3c(c2)OCO3)Oc2ncc(Br)cc2C1=O	-8.2&5.3	2.2&1.2	-54.4&-57.7	x
